Keap1-Nrf2 PPI: disrupts human Keap1 binding to Nrf2 peptide. inhibition, % at 9.4 µM. Keap1 Kelch-Nrf2 peptide fluorescence polarization, 1536-well. 340,000 compounds, 0.15% hits. AID 504523; in the data active = inhibition above about 12%;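 also: human Keap1 Kelch domain with fluorescein labeled Nrf2 9mer peptide probe; 0% = neutral control wells and 100% = peptide positive control; higher means more block of Keap1 binding to Nrf2 peptide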
OPRM1-OPRD1 ag: OPRM1-OPRD1 heterodimerization agonism. cells, luminescence. activation, % at 9.3 µM. 340,000 compounds, 0.3% hits. AID 504326; in the data active = activation above about 18%;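 also: 0% = vehicle-treated cells and 100% = reference agonist; values of inactives mirror those of a sister screen read the other way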
LANA DNA inh: blocks KSHV LANA C-terminal domain binding to DNA; AID 504423; inhibition, % at 9 µM; MBP-C-LANA/FAM-LBS DNA binding, fluorescence polarization; 340,000 compounds, 0.078% hits;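 active = highest replicate inhibition at or above 60% at 9 µM, even if other replicates fall short; inactive = all replicates below 60% inhibition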;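 also: 0% = neutral control wells and 100% = 4 µM acridine orange control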
Arrestin-AP2 inh: blocks beta-arrestin peptide binding to AP2 adaptin. inhibition, % at 10 µM. 340,000 compounds, 0.31% hits. FITC-arrestin peptide / GST-AP2 beads, flow cytometry; AP2 beta2 appendage carries R879A mutation. AID 504490;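 active = inhibition above a set limit, near 3 SD of compounds lacking own fluorescence, cut at about 54% in these data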;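 also: plate controls were DMSO wells for no effect and 5 µM unlabelled arrestin peptide for full effect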
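Measured by: flow cytometry, FL1 (488/535 nm); Material: AP2 appendage R879A on GSH beads; Evaluation: percent response; Timing: pre-incubation 12 min, peptide binding 1 h, room temperature; Also added: 50 nM FITC-arrestin peptide; Medium: PBS with 0.05% Tween 20 and 0.1% BSA.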
RTF Ca sens inh: cardiac RTF calcium desensitization. P19429+P45379. IANBD-labeled cardiac RTF, Ca2+ fluorescence. inhibition, % at 7.15 µM. 340,000 compounds, 0.12% hits;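 active = inhibition above the mean inhibition of all tested compounds plus 3 SD, cut at about 17% in these data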;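 also: assay run at fixed EC70 calcium of 1.6 mM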
RTF Ca sens act: cardiac RTF calcium sensitization; 340,000 compounds, 0.24% hits; IANBD-labeled TnC RTF fluorescence at EC20 calcium; 0% EC20 calcium, 100% full calcium; activation, % at 7.2 µM;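 active = activation above the mean over all tested compounds plus 3 SD, cut at about 30% in these data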;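 also: rise in fluorescence read as greater calcium sensitivity of cardiac thin filaments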
V-ATPase pH: yeast V-ATPase proton transport regulation by pHLuorin | S. cerevisiae, pHLuorin cytosolic pH fluorescence | response, % at 10 µM | 350,000 compounds, 0.37% hits | AID 504577; in the data active = response mostly above about 7.3%, no sharp cut-off; inactive = mostly below about 5.4%; also: actives read high; inactives centre near 0; some compounds called inactive have numbers as strong as hits; reference of the scale not given here
Pemphigus Ab inh: blocks pemphigus antibody binding to human desmoglein-3; P32926; DSG3-coupled beads, scFv-anti-DSG3-GFP binding, flow cytometry; hits give low values; binding (percent of control), % at 10 µM; 310,000 compounds, 0.48% hits;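 active = binding more than 3 SD below its plate's average and above zero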;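 also: hits lower antibody fragment binding to DSG3; some compounds called inactive have numbers as strong as hits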
Target sequence (P32926 whole entry, looked up, the tested form may be a part): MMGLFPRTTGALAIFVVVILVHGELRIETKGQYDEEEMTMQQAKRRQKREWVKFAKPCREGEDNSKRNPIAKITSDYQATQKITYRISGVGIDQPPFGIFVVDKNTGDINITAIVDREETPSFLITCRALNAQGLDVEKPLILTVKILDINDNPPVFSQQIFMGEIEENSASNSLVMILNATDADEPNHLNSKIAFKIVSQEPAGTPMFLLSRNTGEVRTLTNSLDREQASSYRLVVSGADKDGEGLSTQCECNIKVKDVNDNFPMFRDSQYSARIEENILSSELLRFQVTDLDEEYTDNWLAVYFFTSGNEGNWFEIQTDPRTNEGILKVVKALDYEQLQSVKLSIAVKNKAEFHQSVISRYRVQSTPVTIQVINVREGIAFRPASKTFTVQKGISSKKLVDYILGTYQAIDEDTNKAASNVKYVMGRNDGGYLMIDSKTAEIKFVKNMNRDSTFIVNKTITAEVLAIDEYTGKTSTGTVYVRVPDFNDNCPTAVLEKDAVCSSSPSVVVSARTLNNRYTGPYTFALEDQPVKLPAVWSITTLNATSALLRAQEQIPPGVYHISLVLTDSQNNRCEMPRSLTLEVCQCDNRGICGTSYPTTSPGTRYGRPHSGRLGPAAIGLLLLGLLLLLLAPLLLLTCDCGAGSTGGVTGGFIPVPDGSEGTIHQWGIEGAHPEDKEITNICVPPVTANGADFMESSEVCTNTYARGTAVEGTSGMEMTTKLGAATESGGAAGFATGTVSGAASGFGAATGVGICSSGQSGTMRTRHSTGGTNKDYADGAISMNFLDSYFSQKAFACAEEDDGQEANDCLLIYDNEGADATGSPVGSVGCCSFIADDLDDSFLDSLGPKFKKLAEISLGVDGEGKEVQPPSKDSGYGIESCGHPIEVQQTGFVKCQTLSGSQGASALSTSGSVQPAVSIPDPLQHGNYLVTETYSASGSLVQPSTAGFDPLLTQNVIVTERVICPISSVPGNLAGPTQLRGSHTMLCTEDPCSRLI
OPRM1-OPRD1 inv: inverse agonist of human OPRM1-OPRD1 heterodimerization; inhibition, % at 9.3 µM; AID 504357; cell-based MOR-DOR heterodimer luminescence, inverse agonism; P35372+P41143; 340,000 compounds, 0.21% hits; in the data active = inhibition above about 22%, passing the limit was not always enough;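 also: 0% = cells with DMSO and 100% = wells without cells with DMSO; values of inactives mirror those of a sister screen read the other way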
Wnt act: activates Wnt/beta-catenin signaling in a reporter cell assay | activation, % at 9.35 µM | activator, plate reader | AID 743398 | 300,000 compounds, 1.2% hits; in the data active = activation above about 30%, passing the limit was not always enough;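 also: 0% = neutral control wells and 100% = positive control wells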
* marks the source's active call; other numbers are inactive results; i = inactive; x = not tested or not shown; + = active, no number.

Screens in order: Keap1-Nrf2 PPI	OPRM1-OPRD1 ag	LANA DNA inh	Arrestin-AP2 inh	RTF Ca sens inh	RTF Ca sens act	V-ATPase pH	Pemphigus Ab inh	OPRM1-OPRD1 inv	Wnt act
COc1cccc(C2(c3cccc(OC)c3)CC2C(=O)Nc2cccc3ccccc23)c1 (stereo not drawn)
    -1.8	1.2	1.8	4.0	-15.4	2.4	2.9	92.6	-6.5	-1.0
CCCCOC(=O)c1ccc(NC(=S)NC(=O)c2c(Br)c(C)nn2C)cc1
    2.3	-0.1	1.5	9.3	-14.3	-6.0	1.4	123.3	0.7	-1.2
CC(C)(C)c1nc(SCC(=O)NCc2ccco2)c2ccccc2n1
    -6.8	-0.3	-0.7	6.8	-3.5	6.3	4.1	102.0	1.4	-6.2
Cn1c(N)c(C(=O)COC(=O)c2ccccc2NCc2ccco2)c(=O)n(C)c1=O
    3.4	0.7	-0.3	2.0	-14.0	4.2	0.2	91.8	-3.4	-0.2
Cc1ccc(C)c(NC(=O)CCC(=O)NNC(=O)COc2cc(C)ccc2C)c1
    -2.0	-0.3	-1.0	2.8	-1.1	3.8	2.8	x	1.8	6.2
Cn1ccnc1SCC(=O)c1ccc(C#N)cc1
    -6.0	-0.3	0.3	-27.4	6.4	-3.5	8.7	92.7	1.6	-0.6
CC(C)CCN1CCN(CCCn2cccn2)CC1CCO (stereo not drawn)
    4.2	-0.5	0.9	10.7	10.5	-3.6	2.1	107.2	3.7	0.0
COc1ccccc1NC(=O)NNC(=O)c1ccc2c(c1)NC(=O)C(C)(C)O2
    -2.9	2.1	0.4	2.6	-2.4	0.2	7.2	104.1	-14.9	0.8
COC(=O)CC(NC(=O)c1ccco1)c1ccc(C(C)C)cc1 (stereo not drawn)
    3.6	0.7	1.4	8.2	-11.4	-4.2	3.9	97.2	-3.3	x
CN(C)S(=O)(=O)c1ccc(C(=O)OCC(=O)Nc2cccnc2Cl)cc1
    -4.7	-0.7	0.9	21.7	8.9	4.2	-0.6	101.7	3.9	-1.4
Cc1nn(Cc2ccc(C(=O)Nc3ccccc3F)cc2)c(C)c1Cl
    -5.4	-0.4	-0.8	1.6	2.7	-1.1	2.5	101.1	2.7	-5.0
CC1Nc2ccccc2C(=O)N1NS(C)(=O)=O (stereo not drawn)
    -7.5	-0.1	3.3	-0.7	-10.0	-0.3	-2.5	101.1	0.3	4.5
COc1ccc(C(=O)NCCOc2cccc(Oc3ccccc3)c2)cc1OC
    -4.0	-2.0	0.6	-13.6	1.5	0.1	2.2	100.2	8.0	-2.3
CSc1ccccc1NC(=O)CN1CCCCC1C (stereo not drawn)
    2.9	4.5	0.2	5.6	3.0	3.3	1.6	95.4	-25.2	-0.6
O=C(O)C1C(c2ccccc2)C(C(=O)Oc2ccccc2)C1c1ccccc1 (stereo not drawn)
    1.0	-1.1	-0.7	4.2	-2.5	-3.2	-2.2	101.5	5.5	x

Further structures.
Screens in order: Keap1-Nrf2 PPI	OPRM1-OPRD1 ag	LANA DNA inh	Arrestin-AP2 inh	RTF Ca sens inh	RTF Ca sens act	V-ATPase pH	Pemphigus Ab inh	OPRM1-OPRD1 inv	Wnt act
CC(=O)NC12CC3CC(C1)CC(C(=O)N1CCN(S(=O)(=O)c4cccc([N+](=O)[O-])c4)CC1)(C3)C2
    2.0	-1.3	-1.5	-3.4	-3.5	-2.3	0.2	x	5.4	-1.5
CC(C)(c1ccccc1)c1ccc(OCC2CO2)cc1 (stereo not drawn)
    -1.3	4.0	2.0	21.6	-11.4	-7.9	-1.5	118.8	-33.1	1.9
CC(=O)Nc1nc2n(n1)C(c1ccc(Cl)cc1)C=C(C)N2 (stereo not drawn)
    -2.1	0.5	0.3	39.7	2.7	-4.8	-4.8	92.5	-2.7	x
O=C(Nc1ccc(C(=O)c2ccc(C(=O)O)c(C(=O)O)c2)cc1)c1ccccc1
    -3.4	-4.1	-0.9	11.9	0.5	-9.1	-3.3	135.1	19.8	-4.7
O=C1CCN(c2ccccc2)N1
    -5.8	-3.0	0.7	-5.0	-5.0	2.6	1.8	120.6	14.4	12.5
CCCCN(C(=O)c1cccc(S(=O)(=O)N(CC)c2ccccc2)c1)c1c(N)n(CC(C)C)c(=O)[nH]c1=O
    -5.5	-1.1	-1.2	-8.4	-1.5	5.3	0.9	99.6	4.2	-0.7
O=C(NN1C(=O)c2cc(Br)ccc2NC1c1cc(Br)cc(Br)c1O)c1ccncc1 (stereo not drawn)
    2.6	-0.4	0.6	-21.3	-6.1	3.7	-0.5	97.9	1.9	x
COc1ccccc1C(=O)NCCC(=O)NCCCSc1ccccc1
    -0.4	-2.0	-0.4	-18.7	8.2	2.9	-0.2	120.6	11.0	0.2
CCOc1cc(N2CCOCC2)c(OCC)cc1NC(=O)CSc1nc(N)cc(=O)[nH]1
    2.6	-2.1	-1.3	-4.0	-5.4	3.4	4.5	x	8.2	-1.8
CCOC(=O)c1ccc(NC(=O)COc2ccc(-n3cnnn3)cc2)cc1
    -0.7	-0.7	0.1	3.4	0.9	5.1	-1.0	97.0	4.0	x
COc1ccc(-c2oc(=O)c3cc(OC)c(OC)cc3c2/C=C/c2cccc([N+](=O)[O-])c2)cc1
    -4.7	0.1	-2.1	2.8	1.2	-0.4	2.5	101.7	-0.3	-12.9
Cc1ccc(NC(=O)CSc2nc(=O)n(CCCN3CCOCC3)c3c2CCCC3)cc1F
    -0.2	-2.0	-0.2	-7.9	1.5	0.9	1.5	96.4	11.0	-1.5
O=S(=O)(NCc1ccccc1)c1ccc(NC(=S)NCc2ccco2)cc1
    -0.5	-0.5	3.2	-7.0	-9.1	-0.5	-0.1	115.1	3.0	1.4
O=C1CN(C(=O)COC(=O)c2cccs2)c2ccccc2N1
    0.0	-0.3	1.0	-4.0	-2.9	2.7	-1.4	x	1.4	-4.3
Cc1ccc(CS(=O)(=O)c2ccc(C(=O)N3CCCCC3)cc2[N+](=O)[O-])cc1
    1.7	2.5	-2.6	9.3	4.8	0.1	1.8	115.4	-12.1	-1.8

Continuation:
Screens in order: Keap1-Nrf2 PPI	OPRM1-OPRD1 ag	LANA DNA inh	Arrestin-AP2 inh	RTF Ca sens inh	RTF Ca sens act	V-ATPase pH	Pemphigus Ab inh	OPRM1-OPRD1 inv	Wnt act
Cn1c(CNC(=O)c2ccccc2F)nnc1SCc1ccc(F)cc1
    0.5	-2.2	-0.1	25.5	-18.0	-6.5	0.6	105.6	13.9	0.0
Fc1ccccc1N1CCN(c2nc(-c3cccs3)nc3ccccc23)CC1
    -1.9	-2.8	-0.5	6.6	-7.3	3.3	-3.8	115.2	13.4	-2.4
CNc1ccccc1NC(=O)CCn1c(=S)oc2ccccc21
    -8.2	-1.2	-14.5	-14.2	-8.1	3.4	-1.0	99.6	6.6	2.4
Cc1ccc(C(=O)/C=C2\NCC(C)NC2=O)cc1 (stereo not drawn)
    -6.6	-1.6	-1.2	13.5	6.5	2.0	-0.1	x	9.0	7.2
Cc1cc(NC(=O)c2ccc(Br)o2)ccc1NC(=O)c1ccco1
    -1.2	0.5	0.6	3.7	-4.8	-2.8	0.1	x	-2.5	5.3
CC(NC(=O)/C(C#N)=C1\N=C(NC(=O)c2ccco2)c2ccccc21)c1ccccc1 (stereo not drawn)
    x	x	x	-6.6	x	x	3.0	104.0	x	0.7
CC(C)CCn1nnnc1C(c1ccc(N(C)C)cc1)N1CCN(C(=O)c2ccco2)CC1 (stereo not drawn)
    1.0	-1.4	-2.2	32.2	-0.3	-2.4	4.2	92.8	8.2	9.2
O=C(Nc1cccc(-c2nc3cc(Cl)ccc3o2)c1)C1CCCO1 (stereo not drawn)
    -7.3	-2.1	2.7	-4.5	-2.4	1.1	-1.9	105.9	12.3	x
OCCN(CCO)CC(O)Cn1c2ccccc2c2ccccc21 (stereo not drawn)
    5.0	-0.3	-0.9	11.0	-4.6	-1.4	2.2	100.1	2.1	-1.4
COc1cc(C(=O)NCc2cccc(Cl)c2)ccc1OCC(=O)N1CCOCC1
    0.0	-1.2	-0.2	-3.2	6.1	-3.1	0.6	100.0	8.0	-1.8
COC(=O)C1CCN(C(=O)COc2ccc(Cl)cc2)CC1
    -3.2	-0.4	-1.3	-2.5	5.7	5.5	3.2	x	2.3	-4.1
CCN(CC)C1=CC2=CC(=C(C#N)C#N)CCC2CC1 (stereo not drawn)
    -112.7	3.3	-3.4	-64.4	i	+	219.1*	848.1	-16.5	1.3
CCCCNC(=O)N(O)C1N(CCCC)C(=O)N(CC(=O)OC)C1(C)C (stereo not drawn)
    -0.7	-2.6	-0.1	-8.3	-9.9	1.6	-0.3	120.0	11.9	-2.0
CCN(CC)CCOC(=O)c1cc(Cl)c(N)cc1OC
    -6.6	1.9	0.5	-0.4	1.1	10.0	9.3	106.4	-10.2	9.6
CCn1cc(CN2CCN(CCC(C)C)C(CCO)C2)c2ccccc21 (stereo not drawn)
    -1.9	-0.6	-1.2	5.6	-0.5	-2.4	-3.8	108.6	3.1	5.4

Arranged by value in OPRM1-OPRD1 ag (descending): three from the list above
| SMILES | OPRM1-OPRD1 ag |
| --- | --- |
| CCN(CC)CCOC(=O)c1cc(Cl)c(N)cc1OC | 1.9 |
| Cc1cc(NC(=O)c2ccc(Br)o2)ccc1NC(=O)c1ccco1 | 0.5 |
| Cc1ccc(C(=O)/C=C2\NCC(C)NC2=O)cc1 (stereo not drawn) | -1.6 |

The list goes on:
Screens in order: Keap1-Nrf2 PPI	OPRM1-OPRD1 ag	LANA DNA inh	Arrestin-AP2 inh	RTF Ca sens inh	RTF Ca sens act	V-ATPase pH	Pemphigus Ab inh	OPRM1-OPRD1 inv	Wnt act
COc1ccccc1NS(=O)(=O)c1c(C(=O)N2CCCC2)c(C)n(C)c1C
    -6.2	-2.1	-0.1	-5.0	-2.9	5.8	-1.1	106.6	10.4	-0.7
O=C(CCCOc1ccccc1)Nc1ccc(Cl)cn1
    -7.3	0.3	0.6	-2.3	4.0	-7.2	-1.8	206.9	-2.3	17.0
O=C(NCc1ccc(OC(F)(F)F)cc1)c1cc(-c2ccccc2)nn1CC1CC(c2cccnc2)=NO1 (stereo not drawn)
    -0.9	-1.3	-1.4	28.9	-11.9	-2.7	-1.3	103.7	7.2	-6.2
CC(=O)NNc1ncnc2ccccc12
    5.2	-0.1	-1.9	1.6	-8.7	3.0	4.0	99.8	0.8	0.0
N#CC1=C(SCC(N)=O)NC(=O)CC1c1cccc2ccccc12 (stereo not drawn)
    0.4	-2.4	0.8	27.3	-2.0	-0.6	-4.5	97.0	11.8	-4.8
COC(=O)c1ccc(CSc2nnc(NC(C)C)s2)o1
    -2.3	-1.1	0.7	17.0	-6.0	5.9	-0.1	98.8	5.8	-1.3
O=C(COC(=O)c1ccc(F)cc1F)NC1CC1
    2.2	-3.1	-1.7	12.8	2.3	-5.4	-0.9	103.3	15.6	-5.7
Cc1cc(C(F)(F)F)n2nc(-c3cnn(C)c3C(F)(F)F)c(Cl)c2n1
    -0.8	-1.2	1.4	3.1	-3.1	0.7	-0.4	x	6.0	6.2
N#CC1=C(N)C(C#N)(C#N)[C@H](c2ccncc2)[C@H]2CN(C(=O)OCc3ccccc3)CC=C12
    -0.4	1.4	0.4	9.9	-1.4	4.9	-4.2	104.7	-7.4	x
O=C(COC(=O)/C=C/c1ccccc1)NC(=O)NC1CCCCC1
    -2.5	2.2	-1.0	-1.0	0.9	-3.5	-2.8	141.5	-11.3	-1.4

From PubChem
